Screening data: PubChem BioAssay, several laboratories
MC4R antagonist: blocks human MC4R cAMP signaling; P32245; MC4R-expressing cells, MTII-stimulated cAMP, LANCE TR-FRET; inhibition, % at 6.5 µM; 0.48% of 360,000 active; AID 540295;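 active = inhibition above its plate's cutoff, the mean of tested wells on that plate plus 3 SD, cut at about 29% in these data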;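 note: 0% = Melanotan II alone and 100% = Melanotan II plus saturating MCL0020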
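Assay system: U2OS-MC4R stable cell line; Also added: Melanotan II; Technique: Eu-cAMP/anti-cAMP TR-FRET, emission 671 nm; Times: 30-min compound, 1-h challenge, 1-h detection, room temperature.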
H9c2 protect: myocardial damage modulation in H9c2 cells | H9c2 cardiomyocytes, H2O2 injury protection, ATPLite, 2 h | protection from H2O2 cell death, % at 20 µM | 0.63% of 360,000 active | AID 588492;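 active = compounds giving at least 50% protection of heart cells from peroxide-induced death in the single-dose screen, raw or plate-pattern-corrected value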;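 note: 0% = DMSO wells with peroxide and 100% = DMSO wells without peroxide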
MC4R barr agon: human MC4R agonism via beta-arrestin; P32245; AID 540308; U2OS MC4R beta-arrestin complementation, luminescence; percent of melanotan II response, DMSO zero; activation, % at 8.9 µM; 0.98% of 360,000 active;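 active = activation above a per-plate cutoff, the mean activation of sample wells on that plate plus 3 SD, cut at about 8% in these data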
ABCB6 inh 2: inhibitors of human ABC transporter ABCB6 | Q9NP58 | fluorescence ratio to DMSO, % at 10 µM | K562-ABCB6 porphyrin accumulation, flow cytometry, 1 h; active compounds read low | 0.19% of 360,000 active;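 active = fluorescence ratio to DMSO below 75%, the collection mean minus 3 SD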;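 note: signal is porphyrin accumulated inside mitochondria; 100% equals median channel fluorescence of DMSO control wells; lower ratio means ABCB6 inhibition with less porphyrin fluorescence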
NCOA2 inhibitor: inhibits human steroid receptor coactivator 2 | Q15596 | HEK293 GAL4-SRC2 luciferase reporter, luminescence | inhibition, % at 9 µM | 0.17% of 370,000 active;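 active = inhibition above the mean inhibition of all tested compounds plus 3 SD, set per campaign, cut at about 52% in these data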;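 note: 0% = DMSO treated cells and 100% = cells given Gossypol at 36 µM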
Target sequence (Q15596 whole entry, looked up, the tested form may be a part): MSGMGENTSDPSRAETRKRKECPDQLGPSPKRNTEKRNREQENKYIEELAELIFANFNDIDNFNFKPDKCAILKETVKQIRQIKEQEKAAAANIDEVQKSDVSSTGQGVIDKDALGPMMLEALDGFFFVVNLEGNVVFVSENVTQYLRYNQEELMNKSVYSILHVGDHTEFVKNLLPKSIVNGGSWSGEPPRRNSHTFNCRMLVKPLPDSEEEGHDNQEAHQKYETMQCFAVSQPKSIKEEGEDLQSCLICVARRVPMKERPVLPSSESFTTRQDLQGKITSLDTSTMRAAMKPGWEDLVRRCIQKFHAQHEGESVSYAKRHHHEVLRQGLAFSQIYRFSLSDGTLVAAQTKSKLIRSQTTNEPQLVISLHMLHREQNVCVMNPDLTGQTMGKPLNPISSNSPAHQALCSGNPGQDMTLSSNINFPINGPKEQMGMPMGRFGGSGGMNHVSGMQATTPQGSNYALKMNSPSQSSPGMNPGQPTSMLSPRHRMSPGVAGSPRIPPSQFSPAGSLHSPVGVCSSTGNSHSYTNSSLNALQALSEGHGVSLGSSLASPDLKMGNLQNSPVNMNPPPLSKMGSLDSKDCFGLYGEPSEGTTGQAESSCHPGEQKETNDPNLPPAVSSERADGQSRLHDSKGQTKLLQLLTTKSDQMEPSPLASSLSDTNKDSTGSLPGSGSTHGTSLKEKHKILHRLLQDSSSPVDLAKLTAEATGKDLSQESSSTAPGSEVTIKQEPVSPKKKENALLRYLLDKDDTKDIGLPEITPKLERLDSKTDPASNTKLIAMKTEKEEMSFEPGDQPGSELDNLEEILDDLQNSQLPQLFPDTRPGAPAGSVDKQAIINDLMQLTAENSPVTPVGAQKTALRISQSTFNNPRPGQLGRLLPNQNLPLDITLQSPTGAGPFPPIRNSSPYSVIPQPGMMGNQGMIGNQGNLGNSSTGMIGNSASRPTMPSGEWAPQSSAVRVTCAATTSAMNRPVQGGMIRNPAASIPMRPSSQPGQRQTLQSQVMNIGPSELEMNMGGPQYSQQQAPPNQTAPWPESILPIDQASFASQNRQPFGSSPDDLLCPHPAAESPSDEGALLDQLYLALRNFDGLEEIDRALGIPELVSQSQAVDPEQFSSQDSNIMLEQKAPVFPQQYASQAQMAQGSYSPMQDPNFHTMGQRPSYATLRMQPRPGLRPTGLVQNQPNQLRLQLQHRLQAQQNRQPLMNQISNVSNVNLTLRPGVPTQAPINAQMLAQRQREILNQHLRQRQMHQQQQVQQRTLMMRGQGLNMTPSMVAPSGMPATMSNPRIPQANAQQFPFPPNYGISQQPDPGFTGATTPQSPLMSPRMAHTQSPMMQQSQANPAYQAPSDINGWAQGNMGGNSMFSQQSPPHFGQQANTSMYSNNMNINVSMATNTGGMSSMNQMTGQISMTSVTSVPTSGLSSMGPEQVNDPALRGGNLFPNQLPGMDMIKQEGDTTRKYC
NOD2 RIPK2 PPI: inhibitors of human NOD2-RIPK2 interaction | O43353 | CHO BLA complementation NOD2-RIPK2, CCF4 ratio | inhibition, % at 4.98 µM | 0.38% of 360,000 active; in the data active = inhibition above about 21%;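 note: 0% = vehicle only and 100% = reference blocker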
HTR2A ag: agonists of mouse serotonin 5-HT2A receptor (HTR2A). P35363. CHO-K1 mHTR2A beta-arrestin complementation, luminescence; percent of 30 µM serotonin response. activation, % at 7.6 µM. 0.66% of 360,000 active;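 active = activation above a run cutoff, the mean activation of all tested compounds plus 3 SD, cut at about 14% in these data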;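 note: 0% = plate median of compound wells and 100% = 30 µM serotonin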
N-glyco inh: blocks N-linked glycosylation in D54 reporter cells. D54 ERlucT glycosylation luciferase reporter, 24 h; percent of 100 nM tunicamycin response. reporter increase, % at 12.5 µM. 0.23% of 360,000 active. AID 588692;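 active = mean luciferase reporter signal, scaled so untreated is 0 and the glycosylation-blocking control 100, at or above a set limit in every replicate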;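 note: luciferase carries N-glycosylation sites so blocking glycosylation raises the light; 0% = median of neutral control wells and 100% = median of 100 nM tunicamycin wells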
TLR9-MyD88 block: inhibitors of human TLR9-MyD88 binding; Q9NR96+Q99836; CHO BLA complementation TLR9-MyD88, CCF4 FRET ratio; inhibition, % at 4.98 µM; 0.21% of 340,000 active; AID 504734;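 active = inhibition above the mean over all tested compounds plus 3 SD, cut at about 21% in these data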;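 note: 0% = DMSO only wells and 100% = clavulanate BLA inhibitor control wells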
ABHD5 PLIN5 PPI: inhibitors of human ABHD5-perilipin-5 interaction | Q00G26+Q8WTS1 | Split G. princeps luciferase complementation, luminescence, 4 h | inhibition, % at 4 µM | 0.78% of 360,000 active;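 active = inhibition above the mean inhibition across every tested compound plus 3 SD, cut at about 22% in these data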;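 note: 0% = DMSO only wells and the 100% control is not disclosed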
The depositor's hits bear a star; nt = no result given. Not all compounds are listed; the hit share may differ from the screen's.

SMILES,MC4R antagonist,H9c2 protect,MC4R barr agon,ABCB6 inh 2,NCOA2 inhibitor,NOD2 RIPK2 PPI,HTR2A ag,N-glyco inh,TLR9-MyD88 block,ABHD5 PLIN5 PPI
COc1ccc(C(=O)C[n+]2ccc3c(c2)nnn3-c2ccccc2)cc1,6.2,0.9,-1.7,101.0,6.4,2.1,-0.7,0.0,-9.5,-3.0
O=C(Cc1ccccc1)Nc1cccc(-c2nnc(-c3ccco3)o2)c1,6.9,-20.1,-0.4,95.0,6.6,1.2,0.9,-1.0,-7.2,-0.5
O=C(NCCc1cnc[nH]1)c1ccc(-c2ccccc2)cc1,23.7,-3.6,0.1,107.0,-30.8,-9.9,-11.9,-1.1,-3.3,0.5
O=CN(CCNc1ccccc1)c1ccccc1,1.4,1.2,-0.4,104.0,0.4,-0.2,0.7,0.3,3.8,5.0
COc1ccc(OC(=O)c2cccc(S(=O)(=O)N3CCCC3)c2)cc1,20.7,-5.0,0.9,93.0,-9.6,5.1,-2.5,0.1,-16.2,-2.7
O=C(CN1CCCC(O)C1)N1c2ccccc2Sc2ccc(C(F)(F)F)cc21 (configuration not stated),6.6,-5.5,-0.6,97.0,5.9,8.9,2.7,2.4,6.3,-7.7
COc1ccc(CCNC(=O)CSc2nnc(C(C)N(C)C)n2Cc2ccccc2)cc1OC (configuration not stated),4.3,-9.1,-1.3,83.0,-6.5,-7.3,3.3,-1.6,-6.8,8.5
COc1ncnc2c1N=C1CC(C)(C)CC(N)=C1S2,-30.3,-0.4,4.3,100.0,14.9,7.5,-3.8,1.2,0.6,-16.6
O=[N+]([O-])c1ccccc1/C=C/C=N/n1c(-c2ccccc2F)n[nH]c1=S,7.0,0.4,-3.7,92.0,-32.9,-0.8,-3.2,0.3,2.5,-4.8
Cc1c(C(=O)Nc2ccc(S(=O)(=O)N(C)C3CCN(C)CC3)cc2)oc2ccccc12,-2.4,-17.4,-1.9,101.0,3.8,2.8,-15.1,3.6,8.0,4.7
C=CCNC(=O)c1cc(-c2ccc3c(c2)OCO3)on1,2.8,-16.6,0.1,96.0,-56.5,-9.6,-4.9,-12.7,-6.3,-5.1
NC(=O)CSc1cn(Cc2ccc(F)cc2)c2ccccc12,5.2,0.0,-1.0,93.0,-6.4,6.9,6.8,-1.8,-1.3,-1.8
O=C(CCS(=O)(=O)c1cccc2nsnc12)N1CC(=O)N(CCc2ccccc2)C(=O)C1,-0.8,9.8,0.3,91.0,-27.4,-10.5,4.8,0.3,-3.2,4.0
CCOc1ccc(CN(Cc2ccco2)C(c2cccs2)c2nnnn2C(C)(C)C)cc1 (configuration not stated),14.0,-12.6,-2.0,100.0,11.3,-11.9,6.6,-6.6,2.0,-2.0
N#CC1=C(N)N2C(=C(C#N)C1c1cccc(Br)c1)Nc1ccccc12 (configuration not stated),2.7,-10.6,-1.6,98.0,9.8,8.5,11.0,-10.5,5.3,-7.7
O=C(COC(=O)c1ccc(Cl)c(S(=O)(=O)N2CCCCC2)c1)NC1CCCCC1,11.8,-0.7,1.1,99.0,9.2,-6.7,-3.4,1.4,-4.0,0.4
Cc1cccn2cc(CCNC(=O)c3cccs3)nc12,20.2,3.2,-0.6,91.0,4.5,-5.2,2.2,0.6,11.7,-0.8
Cc1ccc(N(CC(=O)NC2CCCC2)C(=O)CCC(=O)Nc2nccs2)cc1C,12.8,0.5,1.6,98.0,-35.0,2.1,9.7,-0.5,-4.8,4.8
O=c1c2[nH]c3ccccc3c2ncn1Cc1ccncc1,3.6,2.8,-1.6,100.0,4.9,-4.9,1.0,1.2,2.0,-2.4
O=C(c1ccco1)N1CCN(Cc2cccc([N+](=O)[O-])c2)CC1,2.8,7.5,-3.8,98.0,-15.2,-9.7,6.2,-1.4,-7.9,1.6
CC(=O)/C(=N\Nc1ccccc1)Oc1ccc(Br)cc1,5.1,-9.7,4.2,104.0,-4.9,-7.3,0.3,-3.7,nt,-2.1
CC(=O)Nc1nnc(SCC(=O)c2ccc(F)cc2)s1,2.6,-10.2,-1.9,98.0,-26.6,8.9,-1.6,-0.1,-4.0,-3.4
CC(C)CCN1CCC(CN2CCNC(=O)C2=O)CC1,1.0,-13.7,-2.3,96.0,-13.4,-2.3,-1.9,2.7,2.7,6.0
Cc1cc(C)n(CCC(=O)N2CCCC(N3CCN(c4cccc(Cl)c4)CC3)C2)n1 (configuration not stated),19.0,2.3,0.9,95.0,-2.1,1.9,-2.9,-0.4,-17.2,3.1
CCc1cc(C(=O)N/N=C/c2ccc(OC)cc2)c2ccccc2n1,-10.7,0.4,0.9,101.0,-28.9,7.2,-5.5,16.1,0.7,-5.1
CCNC(=O)C1(C)CCN(C(=O)c2ccc3c(c2)OCO3)C1 (configuration not stated),1.5,0.7,-2.5,109.0,9.8,0.8,0.0,1.5,nt,-3.4
Cc1ccc(OS(=O)(=O)c2ccccc2)c(/C=N/N=C2\NC(=O)C(C)S2)c1 (configuration not stated),0.3,0.0,-2.2,88.0,-11.2,-6.0,-5.1,-0.2,-1.7,-8.2
Cc1cccc(Nc2nnc(SCC(=O)c3c(N)n(C4CC4)c(=O)[nH]c3=O)s2)c1C,10.0,-2.2,-0.9,104.0,12.6,11.2,-2.1,-0.2,3.3,-13.3
O=C(CSc1nc2ccccc2c(=O)n1CCCN1CCOCC1)Nc1ccc(F)c(Cl)c1,0.3,10.0,1.3,92.0,-16.2,-8.7,-9.4,-1.0,6.3,9.5
COc1ccccc1NC(=O)COC(=O)/C=C/c1ccccc1[N+](=O)[O-],7.7,-3.6,1.8,98.0,-25.1,-5.1,7.1,0.4,-0.5,1.6
COc1cccc(C(=O)O/N=C(\N)c2ccc([N+](=O)[O-])cc2)c1,11.4,-1.1,-1.8,110.0,-42.1,8.0,-1.2,6.5,2.2,0.0
O=S(=O)(c1ccc(OCc2nc3ccccc3s2)c(Cl)c1)N1CCOCC1,14.0,-7.1,0.2,90.0,-21.6,-3.3,0.6,-2.1,1.4,3.1
COc1cccc(CNC(=O)C2CCN(S(=O)(=O)c3c(C)nn(C)c3C)CC2)c1,-5.9,1.2,-0.5,95.0,-10.2,-7.2,0.5,3.5,14.3,0.7
O=C(NCc1nnc(SCC(=O)N2CCCC2)o1)c1ccccc1,-2.5,-0.9,-2.6,103.0,16.5,-1.1,6.6,-0.3,-0.3,-3.0
CSc1ccccc1NC(=O)Cc1ccccc1[N+](=O)[O-],4.0,7.2,-2.1,94.0,8.6,1.2,4.9,0.5,5.1,-0.8
O=C(Nc1ccccc1)c1ccccc1NC(=O)c1ccccc1[N+](=O)[O-],1.6,1.9,-0.4,82.0,-6.3,-6.8,0.7,0.2,2.1,0.6
Cc1cc2nc(C3CCN(Cc4nnnn4Cc4cccs4)CC3)[nH]c2cc1C,1.2,-6.9,-1.1,100.0,nt,-1.9,-10.3,4.8,-2.3,2.5
COc1ccc(-c2nn(-c3ccccc3)cc2/C=N/NC(=S)NC(C)C)cc1OC,-1.4,32.5,-2.4,96.0,-25.7,-7.8,-3.8,-1.6,-14.4,-2.1
Cc1ccc(C)c(NC(=O)Cc2nc(CCl)cs2)c1,18.5,2.7,-0.5,99.0,14.3,9.6,0.7,5.0,2.0,-1.1
Cc1cn([C@H]2C[C@H](O)[C@@H](CNCc3cc(Br)ccc3OCc3ccccc3)O2)c(=O)[nH]c1=O,16.4,10.4,-0.1,94.0,4.5,3.5,-7.5,-0.9,-0.5,1.5
CCCNC(=O)Cn1c2ccccc2c2nc(=O)cc(C)n21,6.6,9.8,-1.1,100.0,-14.9,-10.7,0.0,-0.9,-0.5,-6.3
O=C(Nc1cc(Cl)ccc1Cl)C1CC(=O)N(c2ccccc2)C1 (configuration not stated),6.8,-5.3,-2.9,95.0,12.2,-8.0,-4.7,-0.3,-10.3,-0.7
COc1ccccc1-n1cc2c([N+](=O)[O-])cc([N+](=O)[O-])cc2n1,3.8,-6.6,-1.0,102.0,-42.7,2.1,-3.6,9.7,-3.2,1.6
CC(C)(C)OC(=O)NCCc1nnc(SCC(=O)Nc2cccc(Cl)c2)o1,0.0,-1.6,-2.3,94.0,-37.1,3.3,-4.0,2.2,-8.8,4.4
COc1cc2c(-c3ccccc3O)nc3c(c(C)nn3-c3ccccc3)c2cc1OC,4.2,-13.7,11.4*,103.0,-15.5,-8.1,3.0,-0.4,4.4,-2.7
CCc1ccc(OC(=O)CN2C(=O)c3ccccc3C2=O)cc1,8.4,-1.3,-0.8,102.0,-7.5,0.5,-0.4,3.6,-2.3,2.0
O=C1C=C(c2ccc3ncccc3c2)C[C@@H](c2ccc(Cl)cc2)C1,-0.6,7.9,1.7,97.0,-8.5,3.5,2.3,2.6,1.0,8.3
O=C(O)c1cccc2c1/C(=N/Nc1ccc([N+](=O)[O-])cc1[N+](=O)[O-])c1ccccc1-2,9.5,-2.1,-1.2,95.0,nt,1.9,0.3,1.0,-2.4,-3.1
CCN(CC)c1ccc2cc(S(=O)(=O)c3ccc(Cl)cc3)c(=O)oc2c1,8.5,-2.6,-0.1,102.0,-14.1,-13.7,6.5,-2.8,-21.0,4.9
CCOc1ccc(OCC)c(NC(=O)C(NS(=O)(=O)c2ccc3c(c2)oc(=O)n3C)C(C)C)c1 (configuration not stated),13.2,-0.2,0.5,103.0,-5.7,-1.5,2.4,1.6,0.0,-5.1

Continued.
SMILES,MC4R antagonist,H9c2 protect,MC4R barr agon,ABCB6 inh 2,NCOA2 inhibitor,NOD2 RIPK2 PPI,HTR2A ag,N-glyco inh,TLR9-MyD88 block,ABHD5 PLIN5 PPI
Cc1ccc(S(=O)(=O)NCc2ccc(C(=O)NCCN(Cc3ccccc3)C(C)C)cc2)cc1,-7.7,-25.5,-2.8,100.0,24.6,-60.8,-7.9,-5.8,-16.8,-0.4
COc1cc(OC)cc(C(=O)Nc2ccc(S(=O)(=O)Nc3ncccn3)cc2)c1,4.1,14.4,0.0,101.0,14.6,9.5,0.8,2.0,3.0,-1.0
CCCCCCSc1ccc([C@H]2N[C@@](CC(C)C)(C(=O)OC)[C@H]3C(=O)N(C)C(=O)[C@@H]23)cc1OC,6.1,12.6,-0.6,94.0,-21.5,-0.5,-2.3,-6.8,1.8,16.5
CC(Oc1ccc(NC(=O)c2ccco2)cc1)C(=O)N1c2ccccc2CC1C (configuration not stated),3.3,2.2,-1.5,96.0,-16.9,-3.9,-5.1,-2.9,9.4,-1.9
O=[N+]([O-])c1cccc(-n2nnnc2CN2CCCCCC2)c1,2.1,10.7,-0.6,85.0,0.0,-14.4,0.4,-0.3,-1.1,1.2
CCNC(=O)NC(=O)C(C)OC(=O)c1cccnc1SC (configuration not stated),-1.1,3.0,-0.8,118.0,2.5,-13.0,-2.4,2.4,-5.8,2.8
